Compound activity from PubChem.
Hep lipid drop: modulators of hepatic lipid droplet formation; inhibition, % at 6.5 µM; AML12 mouse hepatocytes, oleate lipid droplets, BODIPY imaging; hit rate 0.4% among 240,000;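 active = lipid droplet intensity inhibited by at least 50%, with more than 500 cells counted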
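Material – AML12 mouse liver cells · Also added – oleate loading, 100 µM · Compound dosing – 6.5 µM single-point dosing · Times – overnight treatment with compound plus oleate · Measured by – fluorescence imaging, 20x objective, two fields per well · Read-out – percent inhibition of filter-corrected integrated lipid droplet intensity per well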
WT yeast gro inh: growth inhibition of WT yeast, mitochondrial fusion screen; mitochondrial fusion phenotypic screen, WT strain; inhibition, % at 10 µM; hit rate 2.1% among 190,000; AID 1362; in the data active = inhibition above about 58%; tested in S. cerevisiae
TNAP activation fold: human TNAP enzyme activators, primary screen, biochemical, luminescent, no phosphate acceptor, uHTS (AID 1001) | purified TNAP, luminescent activation assay, no phosphate acceptor; higher activation fold means a stronger effect | activation fold at 20 µM, or EC50 in µM where a hit was titrated | hit rate 0.03% among 200,000; in the data active = activation fold from about 3, or a potency from the dose series; inactive = the rest, 99 in 100 with activation fold below about 1.6; also: many of its hits are not listed in these tables
M1AAP inhibition: malaria alanyl aminopeptidase activity blockers – biochemical, fluorogenic H-Leu-NHMec substrate, 1536-well (AID 1445); hit rate 0.42% among 220,000; inhibition, % at 30 µM; hits with a dose series show IC50 in µM; recombinant M1AAP, H-Leu-NHMec fluorogenic kinetic assay; higher % means a stronger effect;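 active = primary inhibition above the hit cutoff, then over 50% inhibition at one or more dose response concentrations, cut at about 23% in these data, passing the limit was not always enough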;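 also: plate controls were DMSO full reaction for no effect and no enzyme background for full effect; strong numbers were not always called active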
UTI89 phage lysis: protection from phage-mediated lysis, alamar blue read-out – E. coli UTI89, K1F phage, bacterial capsule biogenesis inhibitors (AID 488966); E. coli UTI89 K1F phage lysis, alamar blue, 2 h; higher % means a stronger effect; one-dose inhibition, % at 100 µM; IC50 in µM for titrated hits; hit rate 0.02% among 340,000;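 active = phage lysis inhibition, versus mean bacterial control, above a set limit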;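 also: capsule biogenesis inhibitors block K1F phage lysis so surviving cells raise fluorescence; higher fluorescence means more inhibition of phage lysis; actives were called in the ten point dose series up to 300 µM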
PMI inhibitors: MPI enzyme activity inhibition – biochemical, fluorescence intensity, coupled assay, primary screen (AID 1209). hit rate 0.42% among 190,000. purified PMI enzyme, coupled fluorescence intensity; higher % means a stronger effect. inhibition, % at 20 µM; hits with a dose series show IC50 in µM;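 also: plate controls were DMSO vehicle for no effect and wells lacking substrate for full effect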
CSM14.1 death rescue: protection against thapsigargin-triggered cell killing – 384-well, CSM14.1, ATP luminescence, primary screen (AID 1222) | one-dose cellular ATP content (survival), % at 20 µM; EC50 in µM for titrated hits | 190,000 tested, under 10 active | CSM14.1 thapsigargin-induced death rescue, ATP luminescence; higher % means a stronger effect;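 active = EC50 below 50 µM in the dose-response confirmation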;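 also: death triggered by thapsigargin at about 15 µM added after 2 h compound pretreatment; cell ATP read after overnight thapsigargin exposure of roughly 18 to 22 hours; normalized against plate controls of thapsigargin alone and 5% DMSO vehicle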
Myeloid diff 2: myeloid differentiation induction | hit rate 1% among 360,000 | calls only at 10 µM | ER-HoxA9 myeloid progenitors, lysozyme-GFP differentiation, flow cytometry | AID 624256;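 active = normalized GFP-positive differentiation at or above the plate's own cutoff, the solvent-only control mean plus 3 SD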;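 also: cells exposed to compound for four days before flow analysis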
human PMI inhibitors: MPI inhibition at elevated mannose 6-phosphate – biochemical, fluorescence intensity, high mannose 6-phosphate, primary screen (AID 1220). recombinant PMI enzyme, coupled fluorescence intensity; higher % means a stronger effect. inhibition, % at 20 µM, or IC50 in µM where a hit was titrated. hit rate 0.66% among 190,000
WT yeast gro inh mutant strain: recorded beside WT yeast gro inh, whose call it bears; inhibition, %; mitochondrial fusion phenotypic screen, mutant strain inhibition
Hep lipid drop cells 6.5 µM: recorded beside Hep lipid drop, whose call it bears; cell count; measured here: cell count, cytotoxicity flag;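 cells counted across two imaged fields per well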
Myeloid diff 2 GFP+ MAC1+ %: recorded beside Myeloid diff 2, whose call it bears; GFP+ MAC1+ double positive, %; measured here: differentiation confirmed by MAC1 staining
* hit, by the source's call; [ ] = dose if it differs, or a comment. Rule as the data show it, unless noted: active = inhibition above about 50%; inactive = the rest.

Results for OC(CNCCc1ccc(Cl)cc1)COc1ccc2ccccc2c1 (stereo unspecified) ?
Hep lipid drop: 9; WT yeast gro inh: 97; TNAP activation fold: 1.1; M1AAP inhibition: -1%; UTI89 phage lysis: 1.0%; PMI inhibitors: 4%; CSM14.1 death rescue: 0.0%; Myeloid diff 2: inactive; human PMI inhibitors: 0%; WT yeast gro inh mutant strain: 99; Hep lipid drop cells 6.5 µM: 726; Myeloid diff 2 GFP+ MAC1+ %: 1.1

How did CCC1(C)Cc2c(sc3nnn(Cc4ccccc4Cl)c(=O)c23)CO1 (stereo unspecified) do in these assays?
WT yeast gro inh: 16; TNAP activation fold: 1; M1AAP inhibition: 1%; UTI89 phage lysis: 0.6%; PMI inhibitors: 6%; CSM14.1 death rescue: 4.7%; Myeloid diff 2: inactive; human PMI inhibitors: 1%; WT yeast gro inh mutant strain: 32; Myeloid diff 2 GFP+ MAC1+ %: 6.8

How did COc1ccc(C2N(C(=O)N3CCOCC3)CCN2S(=O)(=O)c2ccc(C)cc2)cc1 (stereo unspecified) do in these assays?
Hep lipid drop: -1; WT yeast gro inh: -20; TNAP activation fold: 1.2; M1AAP inhibition: 1%; UTI89 phage lysis: -1.8%; PMI inhibitors: 10%; CSM14.1 death rescue: -0.9%; Myeloid diff 2: inactive; human PMI inhibitors: 2%; WT yeast gro inh mutant strain: -11; Hep lipid drop cells 6.5 µM: 775; Myeloid diff 2 GFP+ MAC1+ %: 12

Results for O=C(Cc1csc(NC(=O)c2ccc(F)cc2)n1)NO ?
Hep lipid drop: -7; WT yeast gro inh: -6; TNAP activation fold: 1.4; M1AAP inhibition: 33%; UTI89 phage lysis: 0.1%; PMI inhibitors: 0%; Myeloid diff 2: inactive; human PMI inhibitors: 14%; WT yeast gro inh mutant strain: -4; Hep lipid drop cells 6.5 µM: 693; Myeloid diff 2 GFP+ MAC1+ %: 0.1

What do the screens show for `O=C(CSc1nnnn1-c1ccccc1)NCc1cccs1`?
WT yeast gro inh: 74*; TNAP activation fold: 1.1; M1AAP inhibition: 2%; UTI89 phage lysis: 2.1%; PMI inhibitors: -9%; CSM14.1 death rescue: 0.6%; Myeloid diff 2: active; human PMI inhibitors: -5%; WT yeast gro inh mutant strain: -13*; Myeloid diff 2 GFP+ MAC1+ %: 2.7*

What do the screens show for `O=C(C1CCC(N2C(=O)C3CC=CCC3C2=O)CC1)N1CCCCC1` (stereo unspecified)?
Hep lipid drop: -4; WT yeast gro inh: -3; TNAP activation fold: 1; M1AAP inhibition: 1%; UTI89 phage lysis: 0.8%; PMI inhibitors: 0%; CSM14.1 death rescue: -2.5%; Myeloid diff 2: inactive; human PMI inhibitors: -3%; WT yeast gro inh mutant strain: -1; Hep lipid drop cells 6.5 µM: 616; Myeloid diff 2 GFP+ MAC1+ %: 4.6

Results for COCCCn1c(=S)[nH]c2ncccc2c1=O ?
WT yeast gro inh: 15; TNAP activation fold: 1.1; M1AAP inhibition: -1%; UTI89 phage lysis: 0.4%; PMI inhibitors: -1%; CSM14.1 death rescue: -1.1%; Myeloid diff 2: inactive; human PMI inhibitors: -3%; WT yeast gro inh mutant strain: 6; Myeloid diff 2 GFP+ MAC1+ %: 0.3

Results for COC(=O)c1c(NC(=O)c2ccc(C)cc2)sc(Cc2ccccc2)c1C ?
WT yeast gro inh: 0; TNAP activation fold: 0.9; M1AAP inhibition: 6%; UTI89 phage lysis: 0.1%; PMI inhibitors: -2%; CSM14.1 death rescue: -1.7%; Myeloid diff 2: inactive; human PMI inhibitors: 1%; WT yeast gro inh mutant strain: 10; Myeloid diff 2 GFP+ MAC1+ %: 0.2

Results for COc1ccc(-c2nnn(CC(=O)N(Cc3ccccc3Cl)C(C(=O)NCC3CCCO3)c3ccco3)n2)cc1OC (stereo unspecified) ?
Hep lipid drop: -18; WT yeast gro inh: 2; TNAP activation fold: 1.2; M1AAP inhibition: 3%; UTI89 phage lysis: 0.2%; PMI inhibitors: 21%; CSM14.1 death rescue: 5.0%; Myeloid diff 2: inactive; human PMI inhibitors: 24%; WT yeast gro inh mutant strain: -1; Hep lipid drop cells 6.5 µM: 626; Myeloid diff 2 GFP+ MAC1+ %: 4.2

Results for O=C(Nc1ccc(N2CCOCC2)nc1N1CCOCC1)c1cccc(C(F)(F)F)c1 ?
Hep lipid drop: 2; M1AAP inhibition: 9%; UTI89 phage lysis: -0.7%; Myeloid diff 2: inactive; Hep lipid drop cells 6.5 µM: 712; Myeloid diff 2 GFP+ MAC1+ %: 0.5

Results for O=C1C2CC=CCC2C(=O)N1c1n[nH]c(Cc2ccccc2)n1 (stereo unspecified) ?
Hep lipid drop: 0; WT yeast gro inh: -23; TNAP activation fold: 0; M1AAP inhibition: 3%; UTI89 phage lysis: 5.2%; PMI inhibitors: 9%; CSM14.1 death rescue: 0.5%; Myeloid diff 2: inactive; human PMI inhibitors: 3%; WT yeast gro inh mutant strain: -12; Hep lipid drop cells 6.5 µM: 799; Myeloid diff 2 GFP+ MAC1+ %: 4.3

What do the screens show for `CC(C)(C)c1csc(NC(=O)c2cccs2)n1`?
Hep lipid drop: 19; WT yeast gro inh: 7; TNAP activation fold: 1.1; M1AAP inhibition: -1%; UTI89 phage lysis: 2.2%; PMI inhibitors: 7%; CSM14.1 death rescue: -2.1%; Myeloid diff 2: inactive; human PMI inhibitors: -5%; WT yeast gro inh mutant strain: -28; Hep lipid drop cells 6.5 µM: 769; Myeloid diff 2 GFP+ MAC1+ %: 0.4

How did Cc1cc(NC(=O)CSc2nnc3c(C)cc4cc5c(cc4n23)OCO5)no1 do in these assays?
TNAP activation fold: 1.1; PMI inhibitors: 1%; CSM14.1 death rescue: -0.7%; human PMI inhibitors: 3%

How did Cc1ccccc1-c1ccc(/C=C2/SC(N3CCOCC3)=NC2=O)o1 do in these assays?
Hep lipid drop: -1; M1AAP inhibition: 9%; UTI89 phage lysis: -0.6%; Myeloid diff 2: inactive; Hep lipid drop cells 6.5 µM: 700; Myeloid diff 2 GFP+ MAC1+ %: 0.2

What do the screens show for `COc1cc(NC(=O)c2ccccc2F)ccc1NC(=O)c1ccccc1Cl`?
Hep lipid drop: 6; WT yeast gro inh: -3; TNAP activation fold: 1; M1AAP inhibition: -5%; UTI89 phage lysis: 0.0%; PMI inhibitors: 9%; CSM14.1 death rescue: 0.5%; Myeloid diff 2: inactive; human PMI inhibitors: 15%; WT yeast gro inh mutant strain: 9; Hep lipid drop cells 6.5 µM: 670; Myeloid diff 2 GFP+ MAC1+ %: 0.4

How did Cn1nccc1C(=O)OCC(=O)Nc1nc(-c2ccccc2)cs1 do in these assays?
WT yeast gro inh: 15; TNAP activation fold: 1; M1AAP inhibition: 4%; UTI89 phage lysis: -0.2%; PMI inhibitors: 3%; CSM14.1 death rescue: -0.3%; Myeloid diff 2: inactive; human PMI inhibitors: 4%; WT yeast gro inh mutant strain: 29; Myeloid diff 2 GFP+ MAC1+ %: 0.8

How did CN(C)C(=O)CSc1nc2ccccc2n1Cc1ccccc1 do in these assays?
Hep lipid drop: -12; WT yeast gro inh: -22; TNAP activation fold: 0.9; M1AAP inhibition: 1%; UTI89 phage lysis: 0.3%[50 µM]; PMI inhibitors: -18%; CSM14.1 death rescue: -1.7%; Myeloid diff 2: inactive; human PMI inhibitors: -6%; WT yeast gro inh mutant strain: -9; Hep lipid drop cells 6.5 µM: 643; Myeloid diff 2 GFP+ MAC1+ %: 0.4

What do the screens show for `CCN(CC)C(=O)CN1C(=O)NC2(CCc3ccccc3C2)C1=O` (stereo unspecified)?
Hep lipid drop: 43; WT yeast gro inh: -24; TNAP activation fold: 1.1; M1AAP inhibition: 2%; UTI89 phage lysis: -0.1%; PMI inhibitors: -9%; CSM14.1 death rescue: -0.6%; Myeloid diff 2: inactive; human PMI inhibitors: -10%; WT yeast gro inh mutant strain: 10; Hep lipid drop cells 6.5 µM: 711; Myeloid diff 2 GFP+ MAC1+ %: 0.5

Results for CC(C)CC(=O)N1CCN(S(=O)(=O)c2ccc(Cl)cc2)CC1 ?
Hep lipid drop: -4; WT yeast gro inh: 20; TNAP activation fold: 1.1; M1AAP inhibition: -1%; UTI89 phage lysis: 0.4%; PMI inhibitors: 16%; CSM14.1 death rescue: 0.3%; Myeloid diff 2: inactive; human PMI inhibitors: 35%; WT yeast gro inh mutant strain: 9; Hep lipid drop cells 6.5 µM: 719; Myeloid diff 2 GFP+ MAC1+ %: 0.1

Results for Cc1coc2cc3oc(=O)c4c(c3cc12)CCC4 ?
Hep lipid drop: 4; WT yeast gro inh: -8; TNAP activation fold: 1.1; M1AAP inhibition: 4%; PMI inhibitors: 6%; CSM14.1 death rescue: -1.8%; human PMI inhibitors: 4%; WT yeast gro inh mutant strain: 7; Hep lipid drop cells 6.5 µM: 745

Results for O=C(NCCCN1CCN(c2ccccc2F)CC1)C1CCCN(S(=O)(=O)c2cnc[nH]2)C1 (stereo unspecified) ?
WT yeast gro inh: 1; TNAP activation fold: 1; M1AAP inhibition: 9%; UTI89 phage lysis: 0.4%; PMI inhibitors: -5%; CSM14.1 death rescue: -0.8%; Myeloid diff 2: inactive; human PMI inhibitors: -7%; WT yeast gro inh mutant strain: 0; Myeloid diff 2 GFP+ MAC1+ %: 1.1

How did CC1Cc2ccccc2N1C(=O)CCn1c(=O)sc2ccccc21 (stereo unspecified) do in these assays?
Hep lipid drop: -10; WT yeast gro inh: 13; M1AAP inhibition: -2%; UTI89 phage lysis: 0.3%; Myeloid diff 2: inactive; WT yeast gro inh mutant strain: 6; Hep lipid drop cells 6.5 µM: 651; Myeloid diff 2 GFP+ MAC1+ %: 2.3

Results for COC(=O)c1c(NC(=O)CC2SC(N)=NC2=O)sc(C)c1C (stereo unspecified) ?
Hep lipid drop: -7; WT yeast gro inh: 3; TNAP activation fold: 1.2; M1AAP inhibition: 4%; UTI89 phage lysis: -0.3%; PMI inhibitors: 0%; CSM14.1 death rescue: 0.3%; Myeloid diff 2: inactive; human PMI inhibitors: -4%; WT yeast gro inh mutant strain: -1; Hep lipid drop cells 6.5 µM: 706; Myeloid diff 2 GFP+ MAC1+ %: 0.6
